# Screening data deposited in PubChem by National Center for Advancing Translational Sciences (NCATS).
# S3 lipid droplet = qHTS Assay for Lipid Storage Modulators in Drosophila S3 Cells | lipid storage change, negative = inhibition, % at the top dose, mostly 46.1 µM; hits show Potency in µM | 0.64% of 320,000 active | Drosophila S3 cells, BODIPY lipid droplet fluorescence, 18-24 h; cells fed with added oleic acid; active = well fitted inhibition curve with a large enough effect in the signal ratio, with a control signal flat, not every such curve was filed as active; inconclusive = small, poorly fitted or top-dose-only effect, or effect the other way, or a change in a side signal; the % refers to the signal ratio
#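 Drosophila S3 cells loaded with oleic acid (400 uM, as added) and compounds at several concentrations; lipid droplets imaged by 488-nm laser-scanning cytometry, 500–530 nm intensity and object ratio to cell channel. Percent activity normalized to 20 uM Triacsin C.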
# S3 lipid droplet cell count max = further read-out of S3 lipid droplet, marked with its call; cell number change, %; measured here: cell count max response;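 cells counted by Cell Tracker Red CMTPX staining in the red channel; peak over a dose series mostly up to 46.1 µM; percent activity relative to internal control wells on each plate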
# An asterisk follows results filed as active; i = inactive; ? = inconclusive; . = no result given; [ ] = another dose, or the depositor's remark. % is set by controls: 0 for no effect and ±100 for the full control effect; potency is the fitted concentration of half-maximal effect.
SMILES,S3 lipid droplet,S3 lipid droplet cell count max
CC[C@@H]1CC=C[C@H]2[C@H]1C(=O)N(Cc1ccccc1)[C@H]2c1cc(C)ccc1F,-1%,-4
COc1ccc(C(CNC(=O)c2cccc(S(=O)(=O)Nc3ccc(C)cc3)c2)N2CCCCC2)cc1 (stereo not given),?,.
CCOc1ccccc1NC(=O)Cc1c(F)cccc1Cl,6%,-2
COc1ccc(C(=O)Nc2cccc(NC(C)=O)c2)cc1OC,?,.
CC(=O)OC1COC(N2CCc3cc(Br)c([N+](=O)[O-])cc32)C(OC(C)=O)C1OC(C)=O (stereo not given),?,.
O=C(NCCCN1CCC(Cc2ccccc2)CC1)C1CCC(=O)N1C1CCCC1 (stereo not given),?,.
Clc1ccc2nc(CSc3nc4ccccc4o3)cn2c1,?,.
COc1ccc(CCNC(=O)CCCn2c(=O)c3cccn3c3cccnc32)c(OC)c1,16µM*,-19*
Cc1cc(OCC(=O)N2CCCCCC2)ccc1[N+](=O)[O-],?,.
CCOc1cc(CNCCO)cc(Br)c1OCc1ccccc1,-9%,-12
O=[N+]([O-])c1ccc(C2(O)CN(c3ccccc3)C3=[N+]2CCS3)cc1 (stereo not given),i,.
Cc1ccc(-c2nn3c(C)nnc3c3ccccc23)cc1S(=O)(=O)N1CCN(CCO)CC1,?,.
CC1=C(C(=O)OCC(C)C)C(c2cccs2)NC(=S)N1 (stereo not given),-12%,-11
COc1ccc(CCN(C(=O)C(F)(F)F)C(C(=O)NC2CCCC2)c2cccs2)cc1 (stereo not given),?,.
Cc1ccc(SCc2ccc(C(=O)N3CCCC3)cc2)cc1,15%,-13
O=C(Nc1ccc(S(=O)(=O)Nc2nccs2)cc1)c1c(F)c(F)c(F)c(F)c1F,?,.
Cc1ccc(-c2cc(-c3ccc(Cl)cc3)c(C#N)c(N)n2)o1,?,.
Cc1ccc2c(C)c(C(=O)Nc3c(C)n(C)n(-c4ccccc4)c3=O)oc2c1C,17%,.
COc1ccc(N2CCN(c3nccs3)CC2)cc1,i,18
CSc1cccc(NC(=O)c2cc(S(=O)(=O)N3CCCCC3)c[nH]2)c1,?,.
COC(=O)C1=C(C)N=C2SC(C#N)=C(N)N2C1c1ccc(OCc2ccccc2)cc1 (stereo not given),?,.
CC(Sc1nnc(-c2ccco2)n1N)C(=O)NC1CCCCC1C (stereo not given),16%,10
COc1ccccc1-n1cnnc1SCC(=O)N1CCOCC1,0.015µM*,-10*
CCC(=O)Nc1cc(Cl)ccc1C(=O)O,?,.

# One compound at a time, from the list above. Screens in order: S3 lipid droplet	S3 lipid droplet cell count max
# Shown for COc1ccccc1-n1cnnc1SCC(=O)N1CCOCC1 = 0.015µM*	-10*
# Shown for CCC(=O)Nc1cc(Cl)ccc1C(=O)O = ?	.
# Shown for Cc1ccc2c(C)c(C(=O)Nc3c(C)n(C)n(-c4ccccc4)c3=O)oc2c1C = 17%	.
# Shown for Cc1ccc(SCc2ccc(C(=O)N3CCCC3)cc2)cc1 = 15%	-13

# Additional compounds
SMILES,S3 lipid droplet,S3 lipid droplet cell count max
CCOc1ccccc1NC(=O)CSc1nnnn1Cc1ccccc1,?,.
COc1cccc(/C=N/NC(=O)c2nc(-c3ccccc3)cc(-c3ccccc3)n2)c1O,5%,-8
O=C(COC(=O)c1ccc(Br)o1)Nc1ccc(N2CCOCC2)cc1,?,.
CCOC(=O)c1c(NC(C)=O)sc2c1CCC(C=O)=C2Sc1ccccc1,?,.
Cc1cc(NC(=O)c2cn(C3CCCCC3)c(=O)c3c2c2ccccc2n3C)no1,22%[9.22 µM],.
CC(C)Cn1c(/C=C/c2ccccc2)nc2ccccc21,-20%,-19
Cc1ccc(C)c(NC(=O)C2CC(=O)N(C(C)C)C2)c1 (stereo not given),?,.
COc1ccc(S(=O)(=O)N2CCC3(CC2)OCCN3S(=O)(=O)c2cccs2)cc1,i,19
COc1ccc(NC(=O)CSc2nc3ccccc3n2-c2ccccc2)c([N+](=O)[O-])c1,?,.
COc1ccc(S(=O)(=O)N2CCCCCC2)cc1NC(=O)CN1C(=O)NC(C)(c2ccccc2)C1=O (stereo not given),?,.
COc1ccc(NC(C)=[N+](C)CCNS(=O)(=O)c2ccc(Cl)cc2)cc1,27%,.
O=C(NCCCN1CCCC1=O)c1cccc(C(F)(F)F)c1,?,.

# Given tab-delimited: seven of the compounds above
smiles	S3 lipid droplet	S3 lipid droplet cell count max
Cc1cc(NC(=O)c2cn(C3CCCCC3)c(=O)c3c2c2ccccc2n3C)no1	22%[9.22 µM]	.
Cc1ccc(C)c(NC(=O)C2CC(=O)N(C(C)C)C2)c1 (stereo not given)	?	.
CC(C)Cn1c(/C=C/c2ccccc2)nc2ccccc21	-20%	-19
COc1ccc(NC(C)=[N+](C)CCNS(=O)(=O)c2ccc(Cl)cc2)cc1	27%	.
O=C(NCCCN1CCCC1=O)c1cccc(C(F)(F)F)c1	?	.
O=C(COC(=O)c1ccc(Br)o1)Nc1ccc(N2CCOCC2)cc1	?	.
CCOc1ccccc1NC(=O)CSc1nnnn1Cc1ccccc1	?	.

# (cont.)
SMILES,S3 lipid droplet,S3 lipid droplet cell count max
COCC(=O)Nc1c(C(=O)Nc2ccc3c(c2)OCO3)oc2ccccc12,?,.
CN(CC(=O)N1CCc2ccccc21)S(=O)(=O)c1cccs1,5%,10
Cc1nc2nc[nH]n2c(=O)c1NS(=O)(=O)c1ccc(C(C)(C)C)cc1,-7%,-16
CSc1nc2ccc(S(=O)(=O)N3CCCC3)cc2s1,?,.
Cc1ccc(CN2CCN(C(=O)c3ccco3)CC2)cc1,-5%,12
Cc1ccc2c(c1)N(Cc1ccccn1)C(=O)C(C)O2 (stereo not given),17%,2
CCOc1ccc2[nH]c3c(NCCO)ncnc3c2c1,?,.
CCOC(=O)CN1CC23C=CC(O2)C(C(=O)NCc2ccc(C)cc2)C3C1=O (stereo not given),?,.
CCOc1ccc(OCc2cccc(C(=O)Nc3ccc(CN4CCCCC4)cc3)c2)cc1,2%,-1
COCCCn1c(Cc2csc(Nc3ccccc3)n2)nnc1SCC(N)=O,-3%,-14
Cc1sc(NC(=O)c2ccccc2F)c(CN2CCCCC2C)c1C (stereo not given),?,.
CSc1cccc(NC(=S)N2CCCN(Cc3ccc(F)cc3)C2)c1,?,.

# 5 of the entries above in order of their number in S3 lipid droplet cell count max, falling.
SMILES,S3 lipid droplet cell count max
Cc1ccc(CN2CCN(C(=O)c3ccco3)CC2)cc1,12
CN(CC(=O)N1CCc2ccccc21)S(=O)(=O)c1cccs1,10
Cc1ccc2c(c1)N(Cc1ccccn1)C(=O)C(C)O2 (stereo not given),2
CCOc1ccc(OCc2cccc(C(=O)Nc3ccc(CN4CCCCC4)cc3)c2)cc1,-1
COCCCn1c(Cc2csc(Nc3ccccc3)n2)nnc1SCC(N)=O,-14

# The listing continues.
SMILES,S3 lipid droplet,S3 lipid droplet cell count max
O=C(Cc1ccccc1)NNC(=O)C1CCN(c2ncccn2)CC1,?,.
CN(C)c1ccc(NC(=O)CSc2nnc(-c3cccs3)n2Cc2ccco2)cc1,?,.
O=C(N/N=C/c1cccc(OC2CSC2)c1)c1ccccc1O,-30%,-8
CCOCc1c(C(=O)Nc2ccc3nc(N4CCOCC4)sc3c2)oc2ccccc12,?,.
Cc1ccc(CNC(=O)c2cccc(-n3cnnn3)c2)cc1,?,.
O=C(/C=C/c1ccc(Cl)cc1)N(c1ccccn1)C1CCCCC1,?,.
Cc1c(C(=O)Nc2ccccc2)sc2ncn(CC(=O)N3CCCCC3)c(=O)c12,?,.
CC(C)=CCN1CCNC(=O)C1CC(=O)NCc1nc(C)c(C)s1 (stereo not given),-7%,-19
CC1(C)Cc2c(sc3nc(-c4cccs4)n(N)c(=O)c23)CO1,?,.
O=C(/C=C/c1ccco1)NC(=S)Nc1ccc(C(=O)O)cc1,18%,2
COc1ccc(Br)cc1/C=C/C(=O)NCC(=O)O,12%,5
NC(=O)C1CCN(C(=O)CCC(=O)c2ccc(Br)cc2)CC1,11%,.
Cc1cccc(N(CC(=O)NC2CCCC2)C(=O)CCCC(=O)Nc2ccccn2)c1,?,.
CCOc1cc(CO)c(Br)cc1OCC(=O)O,?,.
Clc1ccccc1N=C1SCCS1,-2%,2
C=CCn1c(SCC(=O)N(CC)C2CCS(=O)(=O)C2)nnc1-c1ccccc1 (stereo not given),?,.
N#Cc1ccc(CSc2nc(N)cc(=O)[nH]2)cc1,14%,12
CCOC(=O)/C(=N\NC(=O)c1ccccc1)c1ccccc1,-2%,18
CN(C)CC(C)(C)CNS(=O)(=O)c1ccc(Cl)c(Cl)c1,23µM*,-9.4*
Cc1ccc(NC(=O)CCNS(=O)(=O)c2ccc3c(c2)CCC(=O)N3)c(Br)c1,?,.
Cc1cc(C(=O)NC(CC(C)C)C(=O)O)cc(C)c1[N+](=O)[O-] (stereo not given),?,.
Cc1ccc(C(C)C)c(OCC(=O)NN=C2CCCC2)c1,?,.
CN(CCC#N)C(=O)CSc1nnc(-c2ccco2)n1N,?,.
COc1ccc(C(=O)c2c3ccc([N+](=O)[O-])cc3[n+]([O-])n2CCCC(N)=O)cc1,?,.
Nc1nc(-c2c(Cl)cccc2Cl)no1,3%,19
COC(=O)c1ccc(OCC(O)Cn2nnc3ccccc32)cc1 (stereo not given),26%,-2
CC(=O)c1cccc(NC(=O)Cn2cc3c(n2)CCCC3)c1,?,.
O=C(Nc1ccc(-n2nncc2-c2ccco2)cc1)c1cccc(F)c1,i,.
COc1ccc(Cl)cc1NC(=O)CN(c1ccccc1)S(=O)(=O)N(C)C,?,.
O=C(O)Cn1nnc(-c2ccc(OCc3ccccc3Cl)cc2)n1,-5%,-4
Cc1csc(SCC(=O)N2CCN(S(=O)(=O)c3ccc(Cl)cc3)CC2)n1,?,.
C=CCN(c1ccccc1)S(=O)(=O)c1cccc(C(=O)NCC(c2ccc(F)cc2)N2CCOCC2)c1 (stereo not given),?,.
Cc1cc([N+](=O)[O-])cc2c1NC(=O)C2(O)N1CCCCCC1 (stereo not given),?,.
COc1ccc(OC)c(C(=O)NC(CC(N)=O)c2ccc(NCc3ccc(F)c(F)c3)c([N+](=O)[O-])c2)c1 (stereo not given),?,.
O=C(CSc1nnc2c(n1)[nH]c1ccccc12)NCc1ccccc1F,?,.
Cn1c(=O)[nH]c(=O)c2c1nc(Br)n2C/C=N/NC(N)=S,-25%,-10
O=C(Nc1cc(S(=O)(=O)N2CCOCC2)ccc1Cl)c1ccc(=O)[nH]c1,?,.
Cc1ccc(S(=O)(=O)N2CCN(C(=O)Cc3c(F)cccc3Cl)CC2)cc1,18%,.
CCOc1ccc(C(C)NC(=S)NCc2ccc(Cl)cc2)cc1 (stereo not given),-3%,-12
Cc1cccc(NC(=O)C2(C)CC3c4ccccc4C2c2ccccc23)c1C (stereo not given),7%,-12
CCCn1c(N)c(N(CCOC)C(=O)c2ccc(N3CCCC3=O)cc2)c(=O)[nH]c1=O,?,.
S=C(c1c[nH]c2ccccc12)N1CCOCC1,6%,.
Cc1cc(C)c(NC(=O)/C(C#N)=C/c2ccc(OCc3ccc(F)cc3)cc2)c(C)c1,11%,-1
CCC(C)N(C(=O)COC(=O)c1nc2nc(C)cc(C)n2n1)C1CCS(=O)(=O)C1 (stereo not given),?,.
CC1(C)Cc2c(c(N3CCCC3)nc3sc4c(N5CCN(CCO)CC5)ncnc4c23)CO1,12%,-14
Cc1ccc(NC(=O)c2cnccn2)c(OC(F)F)c1,?,.
COc1cc(NC(=S)N2CCN(CCO)CC2)cc(OC)c1,-1%,-12
COc1ccc(N2C(S)=C(C#N)C(=O)NC23CCCCC3)cc1,-17%,-15
COc1ccc(CC(=O)n2nc(-c3ccc(Cl)cc3)nc2NCc2ccco2)cc1,?,.
CC(CCN1CCN(c2ccccc2)CC1)c1ccccc1 (stereo not given),15%,-14
COc1cccc2cc(C(=O)C3=C(O)C(=O)N(CCN4CCOCC4)C3c3ccc(C(C)(C)C)cc3)oc12 (stereo not given),?,.
CCCOc1ccc(/C=N/NC(=O)c2c(-c3ccccc3)noc2C)cc1OC,-21%,2
COC(=O)C[N+](C)(C)CC#Cc1ccccc1,?,.
CC1CCCCN1CCCNC(=O)CN1C(=O)CSc2ccc(S(=O)(=O)N3CCOCC3)cc21 (stereo not given),20%,.
CCc1noc(C)c1C(=O)N1CC(C)OC(C)C1 (stereo not given),-7%,0
CCc1c(C2(O)CCCCC2)[nH]c2ccc(C(F)(F)F)cc12,?,.
C/C(CC1CC(C)OC1=O)=N\NC(N)=S (stereo not given),-8%,-4
O=C(Nc1ccccc1C(F)(F)F)N1CCC(N2CCCCC2)CC1,?,.
CN(C)CCNC(=O)/C(=N\O)c1ccccn1,?,.
O=C(O)C1(c2ccccc2)CCN(S(=O)(=O)c2cccs2)CC1,?,.

# (next part)
SMILES,S3 lipid droplet,S3 lipid droplet cell count max
CC(C)OCCCN1CN(S(=O)(=O)c2ccc(Cl)cc2)c2nc3ccccc3nc21,6%,-21
Cc1nn(CCCC(=O)NCc2ccc(F)cc2)c(=O)c2nccn12,-16%,-6
O=c1[nH]c(C2CCCN(S(=O)(=O)c3ccccc3)C2)nc2c1nnn2Cc1cccc(Cl)c1 (stereo not given),2.6µM*,7.1*
COc1cccc(CNC(=O)C2CCN(c3ncnc4c3nc3n4CCCCC3)CC2)c1,i,16
CN1C(=O)/C(=C/c2ccc(OCc3cccc(F)c3)cc2)NC1=S,?,.
CC(=O)C1C(c2ccc(F)c(F)c2)NC(=O)NC1(O)C(F)(F)F (stereo not given),9%,0
CC(=O)c1csc(CS(=O)(=O)c2ccccn2)n1,?,.

# Some of the compounds tested. The share of hits here may be higher or lower than overall.
